High-throughput results deposited in PubChem BioAssay by several laboratories.
ANO1 activ = TMEM16A chloride channel activators or potentiators, primary screen, cell-based, HTS; HEK293 TMEM16A/YFP-H148Q/I152L, iodide quench fluorescence; stronger effect = lower value; Anoctamin-1 (Mus musculus), Q8BHY3; B-score at 10 µM; 340,000 tested, 0.3% active;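 active = fluorescence-ratio B-score plate-corrected deviation score at least 3 library SD below zero, with starting fluorescence score within 5 deviations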;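 also: channel opened by trigger with iodide after compound preincubation; score built on the fluorescence ratio of max minus min over baseline; more negative score means more quench and so TMEM16A activation or potentiation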
MrgX1 ag = agonists of human MrgX1 receptor, primary screen, HEK293 cells, Fluo-4 calcium flux; 310,000 tested, 0.44% active; B-score at 10 µM; Fluo-4 calcium fluorescence, agonist mode; stronger effect = higher value; Mas-related G-protein coupled receptor member X1 (Homo sapiens), Q96LB2; AID 588627, 2011;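 active = calcium response B-score plate-corrected fluorescence ratio at least 3 library SD, with starting fluorescence B-score inside 5 SD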
Target sequence (Q96LB2 whole entry, looked up): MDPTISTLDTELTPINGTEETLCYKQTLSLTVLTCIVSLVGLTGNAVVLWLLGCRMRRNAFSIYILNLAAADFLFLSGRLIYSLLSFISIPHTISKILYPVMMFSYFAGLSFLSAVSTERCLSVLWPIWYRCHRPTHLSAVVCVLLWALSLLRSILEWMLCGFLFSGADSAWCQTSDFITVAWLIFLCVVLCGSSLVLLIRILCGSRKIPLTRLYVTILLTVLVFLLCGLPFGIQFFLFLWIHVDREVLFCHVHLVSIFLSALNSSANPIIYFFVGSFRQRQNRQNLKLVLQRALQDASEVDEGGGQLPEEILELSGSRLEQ
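System: HEK293 cells stably expressing human MrgX1 receptor; Dosing: test compound in the initial addition of three; Schedule: overnight plating, then 30 min 37 °C plus 30 min room-temperature dye loading; Detection: kinetic calcium dye fluorescence, Fluo-4 NW; Controls: per-plate positive and negative controls for Z′ factor.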
TRPC4 PAM = positive allosteric modulators of TRPC4, primary screen, cell-based, mouse TRPC4beta, HEK293 mu-opioid, Fluo-4 calcium. Short transient receptor potential channel 4 (Mus musculus), Q9QUQ5. DAMGO EC20, Fluo-4 Ca2+ flux; stronger effect = higher value. B-score at 10 µM. 310,000 tested, 0.42% active;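 active = B-score of calcium response area above 5 SD of library B-scores, with initial fluorescence ratio within 5 SD of library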;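 also: B-score of integrated fluorescence ratio over time as area under calcium response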
TRPC4 block = inhibitors of mouse TRPC4 channel, primary screen, Fluo4 calcium, HEK293 TRPC4beta/mu-opioid cells; Short transient receptor potential channel 4 (Mus musculus), Q9QUQ5; DAMGO-evoked Fluo4 calcium flux; stronger effect = lower value; B-score at 10 µM; AID 2247, 2010; 300,000 tested, 0.39% active;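 active = B-score over 3 SD under the library average, no early fluorescence shift, positive overall ratio signal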
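test system = HEK293 cells with stable TRPC4beta plus mu-opioid receptor expression | detection = Fluo4 Ca2+ flux fluorescence | read-out = integrated fluorescence ratio relative to baseline, converted to per-well B score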
ANO1 block = TMEM16A chloride channel inhibitors, primary screen, cell-based, HTS | Anoctamin-1 (Mus musculus), Q8BHY3 | HEK293 TMEM16A/YFP iodide influx fluorescence, ionomycin | normalized B-score (activity score, 25-100; higher = stronger inhibition) at 10 µM | 310,000 tested, 1.2% active;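 active = ratio plate-corrected score three or more library SD toward inhibition, starting fluorescence score within five deviations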;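 also: score derived from kinetic fluorescence span divided by baseline fluorescence per well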
TRPC6 act = mouse TRPC6 channel activators, primary screen, cell-based, HEK293, membrane potential dye | Short transient receptor potential channel 6 (Mus musculus), Q61143 | HEK293-TRPC6 membrane potential dye fluorescence; stronger effect = higher value | B-score at 10 µM | 310,000 tested, 0.13% active;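 active = B-score of the integrated fluorescence ratio above library mean plus 3 SD, and starting fluorescence ratio within library mean plus 5 SD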;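 also: higher score means more depolarization so channel activation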
TRPC4 agonist = activators of mouse TRPC4 channel, primary screen, Fluo4 calcium, HEK293 TRPC4beta/mu-opioid cells. Fluo4 calcium fluorescence; stronger effect = higher value. B-score at 10 µM. 310,000 tested, 0.49% active;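 active = B-score above 5 SD of library B-scores, and initial fluorescence ratio not above library mean plus 5 SD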;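 also: positive B-score marks a calcium rise read as TRPC4 activation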
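Incubation: 45 min room-temperature Fluo4 loading, 110 s read / System: HEK293 cells stably co-expressing mouse TRPC4beta and mu-opioid receptor / Signal: Fluo4 fluorescence, kinetic / Control set: buffer (low) and maximal DAMGO (high) / Measure: integrated baseline-normalised fluorescence ratio, converted to per-well B score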
SKKanGAS inh = S. pyogenes SKKanGAS growth inhibitors in kanamycin, primary screen, streptokinase expression inhibitor project, SKKanGAS strain, BacTiter-Glo luminescence; 6 h; inhibition, % at 7.5 µM; 300,000 tested, 1.3% active;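 active = mean replicate score, as percent of positive control median, at least 50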;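 also: strain carries kanamycin resistance gene driven by streptokinase promoter and grows in 40 µg/ml kanamycin; loss of luminescence reflects streptokinase promoter inhibition or plain growth inhibition; 0% = median of DMSO wells and 100% = positive control at its reference dose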
MrgX1 PAM = positive allosteric modulators of MrgX1, primary screen, HEK293 cells, Fluo-4 calcium flux; Mas-related G-protein coupled receptor member X1 (Homo sapiens), Q96LB2; FDSS; stronger effect = higher value; B-score at 10 µM; 310,000 tested, 0.63% active;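 active = plate-corrected calcium response at least 3 library SD above typical, normal starting fluorescence, not activating the receptor alone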;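 also: compound read alongside a low EC10 to EC30 dose of BAM8-22 agonist; peak minus trough fluorescence over baseline measured at the second addition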
TRPC6 inh = mouse TRPC6 channel inhibitors, primary screen, cell-based, HEK293, membrane potential dye | Short transient receptor potential channel 6 (Mus musculus), Q61143 | ACh-evoked depolarization; stronger effect = lower value | B-score at 10 µM | 310,000 tested, 1.1% active | AID 2553, 2010;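 active = B-score under library mean minus 3 SD, initial fluorescence not abnormally high, positive integrated signal ratio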;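 also: B-score derived from integrated fluorescence ratio over the kinetic read; more negative B-score means stronger inhibition of depolarization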
MrgX1 antagonist = antagonists of human MrgX1 receptor, primary screen, HEK293 cells, Fluo-4 calcium flux; Mas-related G-protein coupled receptor member X1 (Homo sapiens), Q96LB2; BAM8-22 antagonism; stronger effect = lower value; B-score at 10 µM; 310,000 tested, 1.3% active;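 active = calcium-response B-score plate-corrected more than 3 library SD below zero, starting fluorescence within 5 deviations, no agonist response on first addition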;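 also: peak minus trough fluorescence over baseline after final BAM8-22 challenge near maximal dose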
Active calls of the source: *; i = inactive; . = not tested or not shown.

canonical_smiles | MrgX1 ag | SKKanGAS inh | TRPC6 inh | ANO1 block | TRPC4 PAM | MrgX1 antagonist | TRPC4 agonist | ANO1 activ | MrgX1 PAM | TRPC6 act | TRPC4 block
CN(Cc1ccccc1)C(=O)CCCn1c(=O)c2cccn2c2cccnc21 | i | -5 | i | i | i | i | i | i | i | i | i
COc1cc(-c2ccccc2)nc(N)n1 | i | -5 | i | i | i | i | i | i | i | i | i
CC(C)C(NC(=O)C(NC(=O)C1O[C@@H]2OC(C)(C)O[C@@H]2[C@H]2OC(C)(C)O[C@@H]12)C(C)C)C(=O)O (some centres undefined) | i | 0 | i | i | i | i | i | i | i | i | i
CC(C)Cc1nc2oc3c(Cl)ncnc3c2c2c1CCCC2 | i | -11 | i | i | i | i | i | i | i | i | i
COC(=O)c1cc2occc2n1Cc1ccc(Cl)cc1 | i | -3 | i | i | i | i | i | i | i | i | i
CCN(C(=O)COC(=O)c1cc(=O)c2ccccc2o1)c1c(N)n(Cc2ccccc2)c(=O)[nH]c1=O | i | 15 | i | i | i | i | i | i | i | i | i
C=CCOc1ccc(C2/C(=C(/O)c3ccc4c(c3)CC(C)O4)C(=O)C(=O)N2CCCN2CCOCC2)cc1 (centres undefined) | i | -4 | i | i | i | i | i | i | i | i | i
COc1cccc(-n2c(SCC#N)nnc2-c2cnccn2)c1 | i | 0 | i | i | i | i | i | i | i | i | i
Cc1cc(Br)ccc1NC(=O)C1CCN(S(=O)(=O)c2cnc[nH]2)CC1 | i | 3 | i | i | i | i | i | i | i | i | i
O=c1[nH]n(-c2ccc(Cl)cc2)c(=O)c(Cl)c1Cl | i | 7 | i | i | i | i | i | i | i | i | i
O=C(O)C1CCN(C(=O)COc2ccc(Br)cc2)CC1 | i | -9 | i | i | i | i | i | i | i | i | i
O=C(NCCN1CCOCC1)C1(C(F)(F)F)C/C(=C\Cc2ccccc2)CCCO1 (centres undefined) | i | 7 | i | i | i | i | i | i | i | i | i
CCc1nc2nc(C)c(NS(=O)(=O)c3ccc(Cl)cc3)c(=O)n2[nH]1 | i | 9 | i | i | i | i | i | i | i | i | i
Cc1ccc(S(=O)(=O)N2CCCCC2)cc1NC(=O)CSc1ncnc2ccccc12 | i | 5 | i | i | i | i | i | i | i | i | i
O=C(NCc1ccco1)c1nc2nc(-c3cccs3)cc(C(F)(F)F)n2n1 | i | 8 | i | i | i | i | i | i | i | i | i
N#CCCN1CCN(Cn2c3ccccc3c3ccccc32)CC1 | i | -8 | i | i | i | i | i | i | i | i | i
COc1ccccc1C(=O)NC(=O)COC(=O)c1cccc(OC(F)F)c1 | i | -10 | i | i | i | i | i | i | i | i | i
Cc1ccc2cc(CCNC(=O)c3ccc(C)c([N+](=O)[O-])c3)c(=O)[nH]c2c1 | i | 3 | i | i | i | i | i | i | i | i | i
Cc1ccc(-c2nnc(-c3cccs3)o2)cc1 | i | -2 | i | i | i | i | i | i | i | i | i
COc1ccccc1-c1n[nH]c(=S)o1 | i | . | . | i | . | i | . | i | i | . | .
COc1cccc(-c2csc(N3CCN(C(=S)Nc4cccc(C)c4)CC3)n2)c1 | i | 21 | i | i | i | i | i | i | i | i | i
Cc1nc(-c2cc(C#N)c(=O)[nH]c2C)cs1 | i | -2 | i | i | i | i | i | i | i | i | i
CCOc1ccc(CNC(=O)C(C)n2nc(C)c3c(C)n(-c4ccccc4)nc3c2=O)cc1 (centres undefined) | i | -2 | i | i | i | i | i | i | i | i | i
N#CCSc1nc2ccccc2c(=O)n1CCC(=O)NC1CCCCC1 | i | 3 | i | i | i | i | i | i | i | i | i
C=CCn1c(SCC(=O)Nc2cc(NC(C)=O)ccc2OC)nnc1-c1cccnc1 | i | -13 | i | i | i | i | i | i | i | i | i
C=CCNC(=O)CN1CCN(Cc2ccc3c(c2)OCO3)CC1 | i | 0 | i | i | i | i | i | i | i | i | i
Cc1cn2nc(N)c3ccccc3c2n1 | i | . | . | i | . | i | . | i | i | . | .
CCN(CC)S(=O)(=O)c1cc(F)ccc1OC | i | . | . | i | . | i | . | i | i | . | .
COc1ccc(C(=O)CSc2nnc(C3CC3)n2N)cc1 | i | 10 | i | i | i | i | i | i | i | i | i
CCN1C(=O)c2ccccc2S(=O)(=O)c2ccc(C(=O)NCC(OC)OC)cc21 | i | 5 | i | i | i | i | i | i | i | i | i
CN1CCN(C2=C(Cl)C(=O)N(c3ccc(Cl)c(Cl)c3)C2=O)CC1 | i | -1 | i | i | i | i | i | i | i | i | i
CC(=O)c1ccc(Nc2cc(C)nc3ncnn23)cc1 | i | -2 | i | i | i | i | i | i | i | i | i
O=C(O)CC(SCC(=O)Nc1ccccc1)C(=O)O (centres undefined) | i | . | i | i | i | i | i | i | i | i | i
Cc1ccc(-n2c(=O)c3sccc3n(CC(=O)NC3CCCC3)c2=O)cc1 | i | -2 | i | i | i | i | i | i | i | i | i
O=C(NC(NCC1CCCO1)C(Cl)(Cl)Cl)c1cccc2ccccc12 (centres undefined) | i | 7 | i | i | i | i | i | i | i | i | i
COc1ccc(N2CC(C(=O)OCC(=O)Nc3ccccc3C)CC2=O)cc1 (centres undefined) | i | 0 | i | i | i | i | i | i | i | i | i
Cc1ccccc1CNC(=O)C(=O)Nc1nccs1 | i | -6 | i | i | i | i | i | i | i | i | i
O=C(O)C1CC=CCC1C(=O)NC1CCCCC1 (centres undefined) | i | -1 | i | i | i | i | i | i | i | i | i
Cn1c(N)c(C(=O)NCc2ccccc2Cl)sc1=S | i | . | i | i | i | i | i | i | i | i | i
CS(=O)(=O)N1CCC(C(=O)NCc2ccc3c(c2)OCO3)CC1 | i | -5 | i | i | i | i | i | i | i | i | i
COc1cccc(-c2nc(CS(=O)(=O)CC(=O)Nc3ccccc3Cl)c(C)o2)c1 | i | 22 | i | i | i | i | i | i | i | i | i
CCn1cc(/C=C/c2cc[n+](C)cc2)c2ccccc21 | i | -5 | i | i | i | i | i | i | i | i | i
O=C(CN1C(=O)/C(=C/c2ccc(F)cc2)SC1=S)NC1C=CS(=O)(=O)C1 (centres undefined) | i | 0 | i | i | i | i | i | i | i | i | i
COc1ccc([N+](=O)[O-])cc1NC(=O)c1ccco1 | i | 7 | i | i | i | i | i | i | i | i | i
CCn1c(=NC(=O)c2ccco2)sc2cccc(F)c21 | i | -4 | i | i | i | i | i | i | i | i | i
COc1ccc(OC)c(S(=O)(=O)Nc2ccc3oc(C)c(C(C)=O)c3c2)c1 | i | 1 | i | i | i | i | i | i | i | i | i
CCN(Cc1ccncc1)C(=O)c1cc(COc2ccc(OC)cc2Cl)on1 | i | 24 | i | i | i | i | i | i | i | i | i
COc1ccc(Cn2c(CCC(=O)Nc3ccccc3)nc3cccnc32)cc1 | i | -5 | i | i | i | i | i | i | i | i | i
COc1cccc(CC(=O)NC2CCCN(Cc3ccc(Cl)cc3)C2)c1 (centres undefined) | i | -2 | i | i | 14* | i | i | i | i | i | i
COCCNC(=O)CC(NS(=O)(=O)c1ccc(NC(C)=O)cc1)C(C)C (centres undefined) | i | 2 | i | i | i | i | i | i | i | i | i

The list goes on.
canonical_smiles | MrgX1 ag | SKKanGAS inh | TRPC6 inh | ANO1 block | TRPC4 PAM | MrgX1 antagonist | TRPC4 agonist | ANO1 activ | MrgX1 PAM | TRPC6 act | TRPC4 block
CCCC(=O)Nc1ccc(Cl)c(NC(=O)c2cccnc2)c1 | i | -2 | i | i | i | i | i | i | i | i | i
CC(=O)c1c(C)oc2ccc(O)c(CN3CCOCC3)c12 | i | 0 | i | i | i | i | i | i | i | i | i
CCCc1cc(=O)[nH]c2nnc(SCC(=O)Nc3ccc(NC(C)=O)cc3)n12 | i | -16 | i | i | i | i | i | i | i | i | i
Cc1ccc(N(CC(=O)N2CC(=O)Nc3ccccc32)S(=O)(=O)c2ccc3c(c2)OCCO3)cc1 | i | 8 | i | i | i | i | i | i | i | i | i
CC(CCc1ccccc1)NC(=O)C1CCN(S(=O)(=O)c2cnc[nH]2)CC1 (centres undefined) | i | 4 | i | i | i | i | i | i | i | i | i
O=C(CSc1c2c(nc3cc(Cl)ccc13)CCCC2)NCc1ccco1 | i | 11 | i | i | i | i | i | i | i | i | i
CN(Cc1c(F)cccc1Cl)C(=O)c1cccc(S(=O)(=O)NCc2ccccc2)c1 | i | -20 | i | i | i | i | i | i | i | i | i
CC(C)(C)NC(=O)C(c1ccncc1)N(Cc1ccc(F)cc1)C(=O)c1ccc(-c2ccccc2)[nH]1 (centres undefined) | i | 13 | i | i | i | i | i | i | i | i | i
O=C(O)c1cccc(NC(=S)NC(=O)c2ccc(-c3ccccc3)cc2)c1 | i | 13 | i | i | i | i | i | i | i | i | i
Cc1nc2nc[nH]n2c(=O)c1NC(=O)c1cccc(OCC(C)C)c1 | i | -2 | i | i | i | i | i | i | i | i | i
CC1CCCCN1C(=O)CSc1nnc(-c2ccccc2O)o1 (centres undefined) | i | -1 | i | i | i | i | i | i | i | i | i
Cn1c(C(=O)NCCCN2CCCCC2)cc2sccc21 | i | -9 | i | i | i | i | i | i | i | i | i
COc1ccc(OC)c(S(=O)(=O)N2CCC(C(=O)Nc3ccc(C)c(C)c3)CC2)c1 | i | 6 | i | i | i | i | i | i | i | i | i
